MT stabilizer: microtubule stabilizers in HeLa cells, primary screen, imaging, high-content imaging; HeLa tubulin immunostaining HCS, 24 h; share of cells brighter than vehicle mean+2SD; % tubulin-high responders, % at 10 µM; 0.83% of 200,000 active; AID 2205, 2009;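 active = plate Z-score above 3 for both tubulin-high and condensed-nucleus cell shares, with cell loss under 80%, at 10 µM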;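 note: anti alpha tubulin signal scored within the nucleus-defined area of each cell; some results filed as inactive read as strong as hits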
Hep lipid drop: inhibitors of hepatocyte lipid droplet formation, primary screen, imaging, high-throughput imaging, BODIPY stain; AML12 mouse hepatocytes, oleate lipid droplets; inhibition, % at 6.5 µM; 0.4% of 240,000 active;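 active = lipid droplet intensity inhibited by at least 50%, with more than 500 cells counted; inconclusive = wells with under 300 cells, treated as cytotoxic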
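Assay system: AML12 hepatocytes (mouse); Probe or stimulus: oleic acid at 100 µM to induce lipid droplet formation; Dosing: compound at 6.5 µM only; Schedule: compound with oleate, overnight; Detection: fluorescence imaging, 20x objective, two fields per well; Measure: % inhibition of lipid droplet signal.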
WT yeast gro inh: growth inhibition of WT strain, primary screen, mitochondrial fusion inhibitor project, WT and mutant strains, chemical genetic | mitochondrial fusion phenotypic screen | inhibition, % at 10 µM | 2.1% of 190,000 active | AID 1362, 2008; in the data active = inhibition above about 58%; tested in S. cerevisiae
b-catenin transl: modulators of beta-catenin nuclear translocation, primary screen, imaging, HeLa cells, immunofluorescence, high-content | nuclear translocation activity, % at 5 µM | AID 1665, 2009 | 0.3% of 190,000 active;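 active = nuclear translocation activity above 50% at 5 µM, with a well cell count of 50 or more; inconclusive = wells under 50 cells across six images, flagged as toxic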;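 note: per-cell ratio of nuclear to cytoplasmic median beta-catenin stain intensity; plate controls were DMSO negative control for no effect and GSK-3 inhibitor IX positive control for full effect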
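Test system: human HeLa cells, endogenous beta-catenin. Times: 24 h compound exposure, 37°C. Measured by: beta-catenin immunofluorescence imaging with DAPI.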
Ins promoter up: insulin promoter activators in MIN6 cells, imaging, high-content screening, mouse beta cells | MIN6 insulin promoter-GFP reporter; active compounds read high | z-score at 5 µM | 0.3% of 190,000 active | AID 1625, 2009;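 active = z-score above 3 at 5 µM with at least 500 cells counted in the well; inconclusive = wells under 500 cells, flagged as cytotoxic or low count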
West Nile antiviral: West Nile virus antiviral activity, cell-based, CPE readout (AID 1621). West Nile virus-infected cells, CPE inhibition; higher % means a stronger effect. CPE inhibition, % at 10 µM; hits with a dose series show IC50 in µM. 0.02% of 290,000 active; in the data active = a potency from the dose series; inconclusive = CPE inhibition mostly from about 3.7% at the one dose, without a potency; inactive = the rest, 99 in 100 with CPE inhibition below about 2.2%; note: strong numbers were not always called active
Myeloid diff MLP: induction of myeloid progenitor differentiation, primary screen, cell-based, flow cytometry, MLPCN library; ER-HoxA9 myeloid progenitors, lysozyme-GFP differentiation; calls only at 10 µM; 1% of 360,000 active;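 active = normalized GFP-positive differentiation at or above the plate's own cutoff, the solvent-only control mean plus 3 SD; inconclusive = no clear call, values can overlap the other calls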;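 note: cells exposed to compound for four days before flow analysis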
Autophagy mod: autophagy modulators in MEF cells, primary screen, imaging, high-content, MEF GFP-LC3; AID 463193, 2010; calls only at 10 µM (by protocol); MEF GFP-LC3 puncta imaging; test concentration mostly 10 µM; 0.98% of 190,000 active;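 active = percentage of spot-positive cells more than 3 SD above its plate mean, without a fluorescence outlier flag or 80% toxicity; inconclusive = no clear call, values can overlap the other calls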;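 note: spot-positive cell cutoff set from DMSO-treated cells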
T cell modulator: modulators of CD8 T cell-vesicle binding, primary screen, mouse 2C CD8+ T cells, flow cytometry; 2C CD8+ T cell-vesicle binding; active compounds read low; calls only at 7 µM; 0.068% of 330,000 active;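 active = response, share of CD8 T cells binding vesicles, and their 90th percentile fluorescence all below set limits, cut at about 80% in these data, passing the limit was not always enough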
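Incubation: binding step 1.5 h, 37 °C, antibody labelling 20 min, ice; system: murine 2C transgenic CD8+ T lymphocytes; technique: cytometric PE anti-B7-1 and Alexa647 anti-CD8 signals after 1% paraformaldehyde fixation; also added: QL9-charged Drosophila Ld/ICAM-1/B7-1 vesicles; control set: naked versus QL9-loaded vesicles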
WT yeast gro inh mutant strain: further read-out of WT yeast gro inh, marked with its call; inhibition, %; mitochondrial fusion phenotypic screen, mutant strain inhibition
Ins promoter up cell count: also measured in Ins promoter up; calls as there; cell count; measured here: cytotoxicity, nuclei count;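 total cells summed across four imaged fields per well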
Hep lipid drop cells 6.5 µM: further read-out of Hep lipid drop, marked with its call; cell count; measured here: cell count, cytotoxicity flag;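 cells counted across two imaged fields per well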
b-catenin transl cell count 5 µM: second read-out of b-catenin transl, no call of its own (marks repeat the call); cell count; measured here: cell count, cytotoxicity flag
T cell modulator vesicle-bound %: also measured in T cell modulator; calls as there; double positive events, %; measured here: CD8+ vesicle-bound cell fraction;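 binding gate set so that unloaded-vesicle control wells show 10% double positive cells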
MT stabilizer Hoechst-high %: also measured in MT stabilizer; calls as there; % Hoechst-high responders; measured here: nuclear condensation Hoechst responders;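 share of cells brighter than vehicle mean plus two SD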
MT stabilizer cytotoxicity %: recorded beside MT stabilizer, whose call it bears; toxicity, %; measured here: cytotoxicity by cell density;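 0% = mean cell density of plate MIN control wells and 100% = no cells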
Autophagy mod cell loss 18 h: also measured in Autophagy mod; calls as there; toxicity, %; measured here: cell loss, nuclei count;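 cell loss after 18 h compound exposure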
Myeloid diff MLP GFP+ MAC1+ %: second read-out of Myeloid diff MLP, no call of its own (marks repeat the call); GFP+ MAC1+ double positive, %; measured here: differentiation confirmed by MAC1 staining
Starred values were filed as active, the others as inactive; i = inactive; ? = inconclusive; . = no result given. Rows were taken by chance (roughly 3.9% active in at least one column).

SMILES	MT stabilizer	MT stabilizer Hoechst-high %	MT stabilizer cytotoxicity %	Hep lipid drop	Hep lipid drop cells 6.5 µM	WT yeast gro inh	WT yeast gro inh mutant strain	b-catenin transl	b-catenin transl cell count 5 µM	Ins promoter up	Ins promoter up cell count	West Nile antiviral	Myeloid diff MLP	Myeloid diff MLP GFP+ MAC1+ %	Autophagy mod	Autophagy mod cell loss 18 h	T cell modulator	T cell modulator vesicle-bound %
O=C(c1ccc(Cl)s1)N1CCN(C23CC4CC(CC(C4)C2)C3)CC1	.	.	.	0.2	800	.	.	.	.	.	.	-1.0%	i	1.8	.	.	i	9.9
CCN(CC)CCn1c(=N)n(CCOc2ccccc2)c2ccccc21	0.5	1.0	1.7	25.2	718	3.6	15.0	.	.	.	.	-0.2%	i	2.6	i	21.6	i	42.5
CCN(CC)S(=O)(=O)c1cccc(-c2nnc(SCc3nc4ccccc4s3)o2)c1	1.9	2.7	9.4	6.3	726	8.0	16.2	.	.	.	.	0.1%	i	0.8	i	20.8	i	34.5
O=C(N/N=C/c1ccc(OC(F)F)cc1)c1ccc(Br)cc1	1.8	1.6	8.8	-35.2	639	-12.6	-5.3	.	.	0.18	1282	-0.2%	i	0.1	i	-0.4	i	6.6
Cc1ccc(Cl)c(OCC(O)CN(CCO)CCO)c1 (stereo not drawn)	2.8	1.0	2.5	.	.	-13.9	-7.4	-3.7	829	0.85	1205	-0.1%	i	0.7	i	-5.5	i	15.4
CCOC(=O)CN(C(=O)CSc1nnc(CNc2ccc(F)cc2)n1C)c1ccccc1	2.2	1.7	8.3	-3.0	775	-17.7	-30.4	-0.8	1176	0.01	864	-0.5%	i	1.1	i	5.0	i	37.3
Cc1cccc(-c2noc(CSc3ccccc3)n2)c1	2.6	1.9	6.9	.	.	2.9	7.9	0.6	1357	-0.45	1560	0.4%	i	0.3	i	1.6	i	39.5
CCCc1nnc(SCC(=O)N(CC)CC)n1CC1CCCO1 (stereo not drawn)	4.0	1.1	8.1	7.5	727	4.9	8.2	-1.4	1088	0.34	1257	0.4%	i	0.5	i	-8.6	i	53.9
NC(=O)c1ccccc1NC(=O)C1CCCO1 (stereo not drawn)	.	.	.	3.5	829	.	.	.	.	.	.	-0.1%	i	1.1	.	.	i	63.6
Cc1ccc2nc(SCC(=O)N3CCN(c4ccccc4)CC3)[nH]c2c1	.	.	.	17.5	732	.	.	1.3	1302	-0.4	1158	-0.1%	i	0.2	.	.	i	53.8
C=CCNC(=O)CC1C(=O)NCCN1Cc1c(F)cccc1Cl (stereo not drawn)	2.4	2.8	4.0	-21.2	711	-0.2	-8.1	0.5	1562	0.15	1125	-0.2%	i	0.4	i	-4.1	i	54.5
COc1ccc2[nH]c3c(c2c1)CCC/C3=N\N	.	.	.	1.0	726	.	.	4.1	1118	-0.05	1163	0.7%	i	0.6	.	.	i	6.5
CC(=O)Nc1ccc(N2C(=O)c3ccc(S(=O)(=O)c4ccc(C(=O)O)cc4)cc3C2=O)cc1	.	.	.	-48.7	715	.	.	.	.	.	.	1.6%	i	12.3	.	.	i	31.1
C=CCOC(=O)C1=C(C)N=C2SCCC(=O)N2C1/C=C/c1ccccc1OC (stereo not drawn)	2.8	2.5	7.0	-3.3	651	27.1	-16.7	-0.7	1096	-0.33	1072	-0.5%	i	0.4	i	3.3	i	44.9
CC(C)c1nnc(NC(=O)CS(=O)(=O)Cc2ccccc2)s1	4.9	1.0	5.9	-0.1	687	8.2	-4.8	-0.2	1467	0.3	1497	-0.1%	i	0.3	i	1.0	i	40.2
CCN(CC)S(=O)(=O)c1ccc(OC)c(NC(=O)CSc2ccccc2)c1	1.2	0.8	6.2	.	.	15.6	5.9	2.1	1340	-0.47	1574	?	i	0.2	i	2.9	i	54.3
COc1cc(OC)c(C(=O)O/N=C(\N)c2cccc(C)c2)cc1OC	.	.	.	-1.1	853	.	.	.	.	.	.	-1.4%	i	0.5	.	.	i	25.9
CCc1ccc(NC(=O)CCn2cccc2)cc1	3.1	0.9	4.0	.	.	1.9	-1.9	.	.	0.37	970	0.0%	i	0.5	i	-8.4	i	11.0
O=S(=O)(c1ccc(Cl)cc1)N1CCC(n2cccc2)CC1	.	.	.	.	.	.	.	-1.3	1373	0.35	1454	1.2%	i	0.3	.	.	i	31.7
Cc1c(C#N)c(NC(=O)C(C)C)n(Cc2ccccc2)c1C	2.1	2.1	3.7	10.8	703	0.0	-2.7	-1.3	1070	-0.32	1602	-1.1%	i	0.2	i	-34.2	i	11.6
S=C(Nc1ccccc1)N1CCN(C/C=C/c2ccccc2)CC1	1.2	0.9	0.5	6.8	768	23.0	34.5	1.5	889	0.36	1383	-0.9%	i	1.4	i	-5.8	i	16.3
COc1ccc(C(=O)Nc2ccccc2C(=O)Nc2ccc(C(=O)O)cc2)cc1	.	.	.	-2.3	831	.	.	.	.	.	.	0.4%	i	0.5	.	.	i	63.8
Cc1[nH]c2ccccc2c1/C=C(\C#N)C(=O)NC(C)c1ccccc1 (stereo not drawn)	1.9	1.6	4.9	.	.	84.5*	7.2*	0.4	1392	-0.94	1403	.	i	0.8	i	14.1	i	46.9
CC(C)CC1(C(=O)NCCN2CCOCC2)C=CCN1C(=O)c1ccccc1 (stereo not drawn)	3.2	3.0	0.5	1.6	748	-5.5	-14.3	-3.3	562	0.23	1287	-0.6%	i	1.4	i	-8.7	i	26.6
CN(C)CCCNC(=O)Cc1ccc(Br)cc1	2.8	3.3	23.9	.	.	-22.0	4.3	0.8	1134	2.9	1406	-0.1%	.	.	i	-1.8	i	21.8
(list continues)
SMILES	MT stabilizer	MT stabilizer Hoechst-high %	MT stabilizer cytotoxicity %	Hep lipid drop	Hep lipid drop cells 6.5 µM	WT yeast gro inh	WT yeast gro inh mutant strain	b-catenin transl	b-catenin transl cell count 5 µM	Ins promoter up	Ins promoter up cell count	West Nile antiviral	Myeloid diff MLP	Myeloid diff MLP GFP+ MAC1+ %	Autophagy mod	Autophagy mod cell loss 18 h	T cell modulator	T cell modulator vesicle-bound %
CC(C)(C)c1ccc(C(=O)Nc2ccc(NC(=O)C(=O)O)cc2)o1	5.6	2.8	10.5	-4.1	575	-14.1	11.6	1.6	1537	-0.23	1315	0.6%	i	0.7	i	2.0	i	31.5
CCOc1ccc(N=Cc2c(O)n(-c3cccc(C)n3)c(=O)c3ccccc23)cc1	2.8	1.6	1.8	.	.	-8.1	-12.7	-1.7	1424	0.27	1175	2.0%	i	0.4	i	6.0	i	51.7
CC(C)CCNC(=O)C1CCCN(S(=O)(=O)c2ccc(-n3cnnn3)cc2)C1 (stereo not drawn)	.	.	.	3.4	489	.	.	.	.	.	.	0.4%	i	1.1	.	.	i	8.6
CCn1c(-c2cc(OC)c(OC)c(OC)c2)n[nH]c1=S	10.8	4.1	11.8	-0.1	761	13.4	-0.2	9.3	858	-0.53	1229	0.5%	i	0.6	i	7.0	i	44.2
Cc1ccc(S(=O)(=O)N2CCOC2CNC(=O)C(=O)NCc2ccccn2)cc1 (stereo not drawn)	.	.	.	12.2	725	.	.	.	.	.	.	1.3%	i	1.1	.	.	i	10.2
CCOc1ccc(Nc2nc(-c3sc(N)nc3C)cs2)cc1	.	.	.	7.7	796	.	.	.	.	.	.	-0.5%	i	0.5	.	.	i	49.5
COc1ccc(N(CC(=O)NCc2ccccc2OC)S(=O)(=O)c2ccccc2)cc1	.	.	.	1.9	804	.	.	.	.	.	.	-1.3%	i	4.1	.	.	i	16.7
COc1ccc(N2CCN(Cc3ccc(Br)s3)CC2)cc1	2.5	0.5	5.4	7.3	818	20.2	14.9	-12.4	1090	.	.	-0.2%	i	0.9	i	-2.9	i	30.8
Cc1cc([N+](=O)[O-])ccc1NCc1ccccc1[N+](=O)[O-]	2.5	1.5	11.5	-10.6	756	-8.9	7.2	-3.6	1122	-0.21	1419	0.5%	i	0.9	i	3.2	i	45.5
CS(=O)(=O)N(CC(=O)N1CCN(c2cccc(Cl)c2)CC1)c1ccccc1	3.8	2.7	6.1	-16.4	703	-18.4	-15.2	.	.	0.08	1122	-1.1%	i	7.0	i	-9.1	i	35.6
N#Cc1ccccc1NC(=O)Nc1cccc(Cl)c1	1.4	1.8	7.1	1.8	645	-12.1	-5.4	-0.5	1064	0.43	1884	-0.1%	i	0.9	i	6.3	i	43.4
CCOC(=O)c1c(S(=O)(=O)N2CCN(c3ccc(C(C)=O)cc3)CC2)c(C)n(C)c1C	.	.	.	-3.0	740	.	.	.	.	.	.	-0.4%	i	1.0	.	.	i	32.3
COC(=O)c1ccc(NC(=O)CCNS(=O)(=O)c2cccc3nonc23)cc1	5.3	1.8	7.7	-2.2	754	-9.7	-3.9	0.4	1020	-0.88	1187	0.0%	i	1.5	i	-1.0	i	22.4
Cc1cc(Cl)c(OCCOCCN2CCC(C)CC2)c(Br)c1	2.6	2.8	5.6	-47.7	589	12.9	23.5	-2.0	574	-1.79	1220	-1.3%	i	0.6	i	-8.5	i	26.2
C=CCNC(=O)C(=O)c1c(-c2ccccc2)[nH]c2ccccc12	2.6	1.3	6.8	4.3	772	10.0	3.7	2.0	448	-0.22	1149	0.0%	i	3.5	i	27.5	i	26.3
